Vc quorum ag – inducers of Vibrio cholerae quorum light production without autoinducers, primary screen, BH1578 luxS cqsA deficient, single point. activation, % at 18.7 µM. hit rate 0.16% among 350,000. V. cholerae BH1578 lux reporter, luminescence, 6 h; in the data active = activation mostly above about 9.7%, no sharp cut-off; inconclusive = no clear call, values can overlap the other calls; inactive = mostly below about 3.7%; note: not every result past the cut was called active; inactives centre near 0; reference of the scale not given here
Yp Topo-I inh – Yersinia pestis topoisomerase I inhibitors, primary screen, biochemical, cleavage product accumulation, plate reader, single point; DNA topoisomerase I (Yersinia pestis CO92); activity, % at 10 µM; Y. pestis Topo-I cleavage product accumulation; hit rate 0.064% among 360,000; AID 504884, 2011; in the data active = activity above about 50%, passing the limit was not always enough; inconclusive = no clear call, values can overlap the other calls; note: inactives centre near 2
Anthrax LF prot – Bacillus anthracis LF protease inhibitors, primary screen, biochemical, multiplex microsphere, MLPCN library. Lethal factor (Bacillus anthracis), P15917. multiplex microsphere protease cleavage assay. inhibition, % at 10 µM. hit rate 0.12% among 360,000; note: plate controls were buffer without enzyme for full effect and enzyme alone for no effect
Target sequence (P15917 whole entry, looked up): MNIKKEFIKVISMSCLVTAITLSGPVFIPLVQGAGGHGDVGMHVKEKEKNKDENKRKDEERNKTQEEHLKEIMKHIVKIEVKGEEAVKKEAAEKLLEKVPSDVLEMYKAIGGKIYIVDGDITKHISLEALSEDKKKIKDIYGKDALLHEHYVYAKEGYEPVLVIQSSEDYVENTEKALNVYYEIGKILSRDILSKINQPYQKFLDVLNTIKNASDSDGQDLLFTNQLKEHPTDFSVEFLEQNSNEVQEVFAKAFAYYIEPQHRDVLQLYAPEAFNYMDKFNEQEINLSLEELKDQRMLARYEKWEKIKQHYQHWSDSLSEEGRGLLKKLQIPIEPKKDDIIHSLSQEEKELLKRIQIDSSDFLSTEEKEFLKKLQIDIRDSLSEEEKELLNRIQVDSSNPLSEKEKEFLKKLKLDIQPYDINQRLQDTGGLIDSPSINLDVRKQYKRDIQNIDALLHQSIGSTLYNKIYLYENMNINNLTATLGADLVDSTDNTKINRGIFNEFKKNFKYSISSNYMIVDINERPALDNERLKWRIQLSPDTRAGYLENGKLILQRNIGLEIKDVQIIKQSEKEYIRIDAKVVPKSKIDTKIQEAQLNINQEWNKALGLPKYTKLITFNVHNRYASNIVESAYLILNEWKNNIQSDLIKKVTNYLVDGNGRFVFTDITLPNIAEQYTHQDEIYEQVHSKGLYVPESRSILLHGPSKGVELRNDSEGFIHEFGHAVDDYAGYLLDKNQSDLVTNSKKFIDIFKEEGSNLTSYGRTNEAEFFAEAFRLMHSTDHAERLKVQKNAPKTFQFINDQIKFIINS
BoNT A protease – BoNT/A light chain protease inhibitors, primary screen, biochemical, flow cytometry, MLPCN library; Botulinum neurotoxin type A light chain protease (Clostridium botulinum A str. ATCC 3502); multiplex microsphere protease substrate cleavage; inhibition, % at 10 µM; hit rate 0.17% among 360,000; AID 588499, 2011; note: plate controls were buffer without enzyme for full effect and enzyme alone for no effect
PfHsp40 yeast – rescue of yeast from PfHsp40 toxicity, primary screen, S. cerevisiae, ATP luminescence | S. cerevisiae expressing PfHsp40, growth rescue | AID 504582, 2011 | hit rate 0.68% among 340,000 | growth rescue, % at 12.5 µM; in the data active = growth rescue above about 28%, passing the limit was not always enough; inconclusive = no clear call, values can overlap the other calls;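 note: yeast W303a lacking pdr1 and pdr3 grown in galactose medium; growth measured after three days at 30 °C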
PrPC TRFRET – inhibitors of human cell surface prion protein PrPC, primary screen, cell-based, TR-FRET; AID 720596, 2013; hit rate 0.43% among 370,000; TR-FRET read-out; Major prion protein (Homo sapiens), P04156; inhibition, % at 13.8 µM; in the data active = inhibition above about 24%; note: 0% = median of the test wells and 100% = reference compound wells
PriA SSB inh – inhibitors of Klebsiella pneumoniae PriA binding to SSB C-terminal tail, primary screen, biochemical, AlphaScreen; PriA–SSB C-terminal tail interaction (Klebsiella pneumoniae); AlphaScreen SSBct-PriA binding, biotinylated peptide; AID 1272365, 2023; inhibition, % at 33 µM; hit rate 0.6% among 430,000; in the data active = inhibition mostly above about 37%, no sharp cut-off; inactive = mostly below about 20%;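 note: plate controls were negative control peptide for no effect and reference peptide for full effect; strong numbers were not always called active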
3CLpro inhibitor – SARS-CoV 3CLpro protease inhibitors, primary screen, biochemical, quenched FRET | recombinant SARS-CoV 3CLpro, quenched FRET peptide cleavage | Replicase polyprotein 1ab (Severe acute respiratory syndrome coronavirus), P0C6X7 | hit rate 0.14% among 290,000 | inhibition, % at 6 µM; in the data active = inhibition above about 12%
TcdB inh – TcdB glycohydrolase inhibitors, primary screen, biochemical, single point, plate reader | Toxin B (Clostridioides difficile), P18177 | TcdB glycohydrolase enzymatic assay | inhibition, % at 9.99 µM | hit rate 0.24% among 350,000 | AID 652162, 2013; in the data active = inhibition above about 10%
* hit, by the source's call. Cut-off read from the data, not from the text of the source, unless noted: active = inhibition above about 30%; inconclusive = no clear call, values can overlap the other calls; inactive = below that. This is a subset; count on the stated rates, not on these rows.

What do the screens show for `Cc1cc(N/N=C/c2ccncc2)c([N+](=O)[O-])cc1[N+](=O)[O-]`?
Vc quorum ag: inactive; Yp Topo-I inh: -1; Anthrax LF prot: -6; BoNT A protease: inconclusive; PfHsp40 yeast: -1.0; PrPC TRFRET: -9; PriA SSB inh: inactive; 3CLpro inhibitor: 7; TcdB inh: 0.7

Results for COc1ccc2[nH]c3c(=O)n(CCCCC(=O)N4CCCC4)c(=S)[nH]c3c2c1 ?
Vc quorum ag: -0.7; Yp Topo-I inh: -4; Anthrax LF prot: -1; BoNT A protease: 0.0; PfHsp40 yeast: 1.9; PrPC TRFRET: -8; PriA SSB inh: -6; 3CLpro inhibitor: -2; TcdB inh: 1.3

What do the screens show for `CCC(=O)c1ccc(OCc2ccccc2)c(OC)c1`?
Vc quorum ag: -0.2; Yp Topo-I inh: 15; Anthrax LF prot: 0; BoNT A protease: -0.6; PfHsp40 yeast: -1.4; PrPC TRFRET: -5; PriA SSB inh: -14; 3CLpro inhibitor: -1

How did CN(Cc1c(C(=O)N/N=C/c2ccccc2F)nnn1-c1nonc1N)c1ccccc1 do in these assays?
Vc quorum ag: 0.2; Yp Topo-I inh: -1; Anthrax LF prot: 0; BoNT A protease: 0.0; PfHsp40 yeast: -0.2; PrPC TRFRET: -1; 3CLpro inhibitor: 5; TcdB inh: 2.1

How did CC(C)CCn1nnnc1C(c1ccccc1)N1CCN(C)CC1 (stereo unspecified) do in these assays?
Vc quorum ag: 3.6; Yp Topo-I inh: -2; Anthrax LF prot: -2; BoNT A protease: -0.1; PfHsp40 yeast: 0.4; PrPC TRFRET: -8; PriA SSB inh: -15; 3CLpro inhibitor: -2

How did OC(Cc1ccccc1Br)c1ncc(-c2cccc(C(F)(F)F)c2)[nH]1 (stereo unspecified) do in these assays?
Vc quorum ag: -0.5; Yp Topo-I inh: -16; Anthrax LF prot: -7; BoNT A protease: -0.3; PrPC TRFRET: 3; TcdB inh: 0.3

Results for O=C(Nc1ccc(-c2nc3ccccc3s2)c(O)c1)C1=COCCO1 ?
Vc quorum ag: inactive; Yp Topo-I inh: -4; Anthrax LF prot: -2; BoNT A protease: 0.3; PfHsp40 yeast: -1.0; PrPC TRFRET: 5; PriA SSB inh: -9; 3CLpro inhibitor: 0

What do the screens show for `COc1ccccc1C(NC(=O)C1CCN(CCOc2ccccc2)CC1)c1ccccn1` (stereo unspecified)?
Vc quorum ag: 0.1; Yp Topo-I inh: 12; Anthrax LF prot: -3; BoNT A protease: 0.0; PrPC TRFRET: 0; TcdB inh: -3.9

How did COc1cccc(Nc2ccc(Nc3cccc(OC)c3)nn2)c1 do in these assays?
Vc quorum ag: -0.2; Yp Topo-I inh: -13; Anthrax LF prot: 0; BoNT A protease: 0.2; PfHsp40 yeast: 0.5; PrPC TRFRET: -5; PriA SSB inh: 22; 3CLpro inhibitor: -8

What do the screens show for `COc1ccc2oc(C(=O)N3CCN(S(=O)(=O)c4cccc([N+](=O)[O-])c4)CC3)c(C)c2c1`?
Vc quorum ag: inactive; Yp Topo-I inh: 29; Anthrax LF prot: -3; BoNT A protease: 0.0; PfHsp40 yeast: 2.6; PrPC TRFRET: -4; PriA SSB inh: 22; 3CLpro inhibitor: 1; TcdB inh: 0.8

How did COc1ccc(CCC(C)N2CCOCC2)cc1 (stereo unspecified) do in these assays?
Vc quorum ag: -0.4; Yp Topo-I inh: -7; Anthrax LF prot: 9; BoNT A protease: inconclusive; PfHsp40 yeast: -1.2; PrPC TRFRET: -4; PriA SSB inh: 6; 3CLpro inhibitor: -3; TcdB inh: -0.6

What do the screens show for `CC1CCCCC12NC(=O)N(CC(=O)Nc1sc3c(c1C(N)=O)CCC3)C2=O` (stereo unspecified)?
Vc quorum ag: inactive; Yp Topo-I inh: -7; Anthrax LF prot: 1; BoNT A protease: -0.4; PfHsp40 yeast: 0.9; PrPC TRFRET: 1; PriA SSB inh: -2; 3CLpro inhibitor: 4

What do the screens show for `Cc1ccc(S(=O)(=O)Oc2ccc(/C=C(/NC(=O)c3ccccc3)C(=O)NC(C)C(=O)O)cc2)cc1` (stereo unspecified)?
Vc quorum ag: -0.5; Yp Topo-I inh: 4; Anthrax LF prot: -4; BoNT A protease: -2.8; PfHsp40 yeast: 0.2; PrPC TRFRET: -3; PriA SSB inh: -11; 3CLpro inhibitor: 2; TcdB inh: 1.0

How did CC(=O)N/N=C(\C)c1cccc(NC(=O)c2cccs2)c1 do in these assays?
Vc quorum ag: -0.4; Yp Topo-I inh: 3; Anthrax LF prot: 1; BoNT A protease: -0.5; PfHsp40 yeast: -0.2; PrPC TRFRET: 4; 3CLpro inhibitor: -3; TcdB inh: 1.6

How did Cc1ccc2cc(CCNS(=O)(=O)c3ccc(F)cc3)c(=O)[nH]c2c1 do in these assays?
Vc quorum ag: -0.2; Yp Topo-I inh: 5; Anthrax LF prot: 5; BoNT A protease: -0.1; PfHsp40 yeast: 0.4; PrPC TRFRET: -1; PriA SSB inh: -7; 3CLpro inhibitor: 3; TcdB inh: 1.1

Results for Cc1noc(C)c1COc1ccccc1C(=O)N(C)CC(=O)Nc1cccc(F)c1 ?
Vc quorum ag: inactive; Yp Topo-I inh: -10; Anthrax LF prot: 1; BoNT A protease: -0.4; PfHsp40 yeast: 0.8; PrPC TRFRET: 1; PriA SSB inh: 6; TcdB inh: 5.2

How did CCN1CCC(NC(=O)Nc2cccc(C(F)(F)F)c2)CC1 do in these assays?
Vc quorum ag: -0.3; Yp Topo-I inh: -3; Anthrax LF prot: -1; BoNT A protease: -0.1; PfHsp40 yeast: 12; PrPC TRFRET: 1; PriA SSB inh: 2; 3CLpro inhibitor: 1; TcdB inh: 1.8

Results for O=C(c1c[nH]c(C(=O)C(Cl)(Cl)Cl)c1)c1ccc(F)cc1F ?
Vc quorum ag: inactive; Yp Topo-I inh: 4; Anthrax LF prot: -12; BoNT A protease: 0.2; PfHsp40 yeast: 0.0; PrPC TRFRET: 2; PriA SSB inh: -11; 3CLpro inhibitor: 2; TcdB inh: 0.1

What do the screens show for `O=C(COc1ccc(F)cc1)N1CCCc2ccccc21`?
Vc quorum ag: -0.2; Yp Topo-I inh: -4; PfHsp40 yeast: 1.1; PrPC TRFRET: -1; PriA SSB inh: -31; 3CLpro inhibitor: 1; TcdB inh: 1.4

What do the screens show for `CCSc1nnc(NC(=O)Cc2ccccc2OC)s1`?
Vc quorum ag: inactive; Yp Topo-I inh: -9; Anthrax LF prot: 4; BoNT A protease: 0.2; PfHsp40 yeast: 0.0; PrPC TRFRET: -9; PriA SSB inh: -6; 3CLpro inhibitor: -2

Next part; the last four above are carried over.
How did CCN1CCC(NC(=O)Nc2cccc(C(F)(F)F)c2)CC1 do in these assays?
Vc quorum ag: -0.3; Yp Topo-I inh: -3; Anthrax LF prot: -1; BoNT A protease: -0.1; PfHsp40 yeast: 12; PrPC TRFRET: 1; PriA SSB inh: 2; 3CLpro inhibitor: 1; TcdB inh: 1.8

Results for O=C(c1c[nH]c(C(=O)C(Cl)(Cl)Cl)c1)c1ccc(F)cc1F ?
Vc quorum ag: inactive; Yp Topo-I inh: 4; Anthrax LF prot: -12; BoNT A protease: 0.2; PfHsp40 yeast: 0.0; PrPC TRFRET: 2; PriA SSB inh: -11; 3CLpro inhibitor: 2; TcdB inh: 0.1

What do the screens show for `O=C(COc1ccc(F)cc1)N1CCCc2ccccc21`?
Vc quorum ag: -0.2; Yp Topo-I inh: -4; PfHsp40 yeast: 1.1; PrPC TRFRET: -1; PriA SSB inh: -31; 3CLpro inhibitor: 1; TcdB inh: 1.4

What do the screens show for `CCSc1nnc(NC(=O)Cc2ccccc2OC)s1`?
Vc quorum ag: inactive; Yp Topo-I inh: -9; Anthrax LF prot: 4; BoNT A protease: 0.2; PfHsp40 yeast: 0.0; PrPC TRFRET: -9; PriA SSB inh: -6; 3CLpro inhibitor: -2

Results for Cc1nn(C(C)C(=O)NCc2ccco2)c(C)c1[N+](=O)[O-] (stereo unspecified) ?
Vc quorum ag: inactive; Yp Topo-I inh: -5; Anthrax LF prot: -10; BoNT A protease: -0.8; PfHsp40 yeast: -0.9; PrPC TRFRET: 2; PriA SSB inh: 8; 3CLpro inhibitor: -2; TcdB inh: 0.4

How did CCN(CC(=O)Nc1c(F)cccc1F)C(=O)Cn1[nH]c(=O)c2ccccc2c1=O do in these assays?
Vc quorum ag: -1.4; Yp Topo-I inh: -9; PfHsp40 yeast: -1.1; PrPC TRFRET: 0; PriA SSB inh: -2; TcdB inh: 0.7

How did CCOc1ccc(-c2nc(CN(Cc3ccccc3)C[C@@H]3CCC(=O)N3)c(C)o2)cc1 do in these assays?
Vc quorum ag: inactive; Yp Topo-I inh: 7; Anthrax LF prot: -8; BoNT A protease: 0.4; PfHsp40 yeast: 4.3; PrPC TRFRET: -6; PriA SSB inh: -7; 3CLpro inhibitor: 0; TcdB inh: 0.2

What do the screens show for `CN(C)c1cc(-c2ccc(Cl)cc2)oc(=O)c1Cl`?
Vc quorum ag: -1.3; Yp Topo-I inh: 7; Anthrax LF prot: -1; BoNT A protease: inconclusive; PfHsp40 yeast: -0.6; PrPC TRFRET: -16; PriA SSB inh: -8; 3CLpro inhibitor: 4; TcdB inh: 1.7

Results for CC(=O)N(Cc1cc2ccccc2[nH]c1=O)c1ccc(C)cc1 ?
Vc quorum ag: -0.3; Yp Topo-I inh: 4; Anthrax LF prot: -1; BoNT A protease: -2.7; PfHsp40 yeast: 0.0; PrPC TRFRET: -2; PriA SSB inh: -8; 3CLpro inhibitor: 2; TcdB inh: 1.0

What do the screens show for `Cc1cc(C)cc(N2C(=O)CC(n3ccnc3)C2=O)c1` (stereo unspecified)?
Vc quorum ag: inactive; Yp Topo-I inh: -3; Anthrax LF prot: -6; BoNT A protease: -0.2; PfHsp40 yeast: -0.8; PrPC TRFRET: -4; PriA SSB inh: -12; 3CLpro inhibitor: 5

How did CCOc1ccc(C(C)=O)cc1Cn1nc(C(=O)O)c2ccccc2c1=O do in these assays?
Vc quorum ag: 0.9; Yp Topo-I inh: 0; Anthrax LF prot: -3; BoNT A protease: 0.2; PfHsp40 yeast: 0.9; PrPC TRFRET: 6; PriA SSB inh: 2; 3CLpro inhibitor: 4

How did CCOC(=O)c1c(N)sc(C(=O)Nc2ccccc2F)c1C do in these assays?
Vc quorum ag: -0.3; Yp Topo-I inh: 2; Anthrax LF prot: -1; BoNT A protease: -0.3; PfHsp40 yeast: 0.3; PrPC TRFRET: -4; PriA SSB inh: 4; 3CLpro inhibitor: -6; TcdB inh: 1.6

What do the screens show for `Cc1ccccc1Cn1nc(C)c(NC(=O)c2cc(-c3cccs3)on2)c1C`?
Vc quorum ag: -0.5; Yp Topo-I inh: 20; Anthrax LF prot: 0; BoNT A protease: -0.3; PfHsp40 yeast: 0.1; PriA SSB inh: -17; 3CLpro inhibitor: 3

Results for CC(C)(C)OC(=O)CC(S(=O)(=O)c1ccccc1)S(=O)(=O)c1ccccc1 ?
Vc quorum ag: -5.3; Yp Topo-I inh: 15; Anthrax LF prot: -2; BoNT A protease: 0.1; PrPC TRFRET: -1; TcdB inh: 0.8

Bioassay records (PubChem BioAssay)
